SUMO1-SIM PPI: alters human SUMO1 binding to SIM partners | P63165 | SUMO1 binding to a labelled peptide, TR-FRET, 1 h | inhibition, % at 20 µM | actives 0.33% (n = 360,000) | AID 602429; in the data active = inhibition above about 37%
NadD inh: inhibitors of Staphylococcus aureus NadD | inhibition, % at 20 µM | purified NadD enzyme, colorimetric absorbance read-out | AID 602399 | actives 0.78% (n = 360,000); in the data active = inhibition above about 26%; also: some compounds past the cut are filed as inactive
CSN inh: blocks human CSN-mediated cullin deneddylation; Q92905; Purified CSN, SCF-Nedd8-OG deneddylation, fluorescence polarization; inhibition, % at 12.5 µM; actives 0.38% (n = 360,000); AID 651999;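 active = pattern-corrected inhibition above about 35%, with an unprinted fluorescence ratio check between 0.5 and 1.5, limit read from the data, passing the limit was not always enough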;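 also: 0% = enzyme with substrate and 100% = substrate without enzyme; some results filed as inactive read as strong as hits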
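test system = HEK293T-derived human Csn5 enzyme | amount = 0.24 nM Csn5 enzyme, final concentration | medium = Tris/NaCl/DTT buffer, pH 7.5 | schedule = 90 min reaction at room temperature | signal = FP | evaluation = inhibition of Csn5 cleavage, % | compound dosing = single dose of 12.5 µM compound with 0.25% DMSO | probe or stimulus = 10 nM SCFSkp2-Nedd8OG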
Rpn11 inh: inhibitors of human proteasome Rpn11; human 26S proteasome, Ub4-pepOG fluorescence polarization; 20S core pre-blocked with epoxomicin; calls only at 20 µM; actives 0.59% (n = 360,000); AID 588493;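 active = inhibition at 20 µM, scaled to each plate's controls, above about 33%, limit read from the data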
STEP block: blocks human striatal-enriched tyrosine phosphatase; P54829; recombinant STEP, OMFP fluorogenic substrate, fluorescence; inhibition, % at 20 µM; actives 0.25% (n = 360,000); AID 588621;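 active = inhibition at 20 µM, scaled per plate between control wells, above about 37%, limit read from the data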;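 also: 0% = DMSO with enzyme and substrate and 100% = substrate only without enzyme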
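Assay system: isolated STEP enzyme. Buffer or medium: pH 6.0 Bis-Tris with DTT and Tween 20. Also added: fluorogenic phosphatase substrate OMFP at 25 µM final. Dosing: 20 µM, 1% DMSO. Timing: 20 min reaction, room temperature, in the dark. Measured by: fluorescence intensity, excitation 480 nm, emission 540 nm. Evaluation: normalized % inhibition.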
MLLE-PAM2 inh: inhibitors of microRNA-mediated deadenylation, human PABP1 MLLE binding; inhibition, % at 20 µM; AID 588489; GST-MLLE / FITC-PAM2 fluorescence polarization; P11940; actives 0.36% (n = 360,000); in the data active = inhibition above about 35%, passing the limit was not always enough;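 also: plate controls were DMSO wells with GST-MLLE for no effect and wells lacking GST-MLLE protein for full effect; some results filed as inactive read as strong as hits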
Target sequence (P11940 whole entry, looked up): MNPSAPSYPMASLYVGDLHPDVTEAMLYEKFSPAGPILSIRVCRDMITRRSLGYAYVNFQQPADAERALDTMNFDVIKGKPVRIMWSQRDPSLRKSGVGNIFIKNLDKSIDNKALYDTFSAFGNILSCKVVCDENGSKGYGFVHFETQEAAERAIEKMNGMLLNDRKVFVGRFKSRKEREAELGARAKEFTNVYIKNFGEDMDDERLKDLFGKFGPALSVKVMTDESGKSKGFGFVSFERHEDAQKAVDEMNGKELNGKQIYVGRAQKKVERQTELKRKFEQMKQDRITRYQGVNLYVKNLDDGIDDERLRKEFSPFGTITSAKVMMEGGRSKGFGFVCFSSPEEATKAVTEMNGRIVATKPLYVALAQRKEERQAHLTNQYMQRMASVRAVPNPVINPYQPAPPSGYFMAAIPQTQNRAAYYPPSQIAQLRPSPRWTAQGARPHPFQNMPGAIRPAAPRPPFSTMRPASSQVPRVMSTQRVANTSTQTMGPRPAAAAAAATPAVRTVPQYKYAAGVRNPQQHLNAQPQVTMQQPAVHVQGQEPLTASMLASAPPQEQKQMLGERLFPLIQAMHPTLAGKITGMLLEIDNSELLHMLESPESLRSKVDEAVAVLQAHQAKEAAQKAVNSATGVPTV
LMPTP block: LMPTP (human) inhibition; recombinant LMPTP-A, OMFP fluorogenic substrate, fluorescence intensity; inhibition, % at 20 µM; actives 0.22% (n = 360,000);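 active = compounds that cut the enzyme signal by at least half of the control window in the single-dose screen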;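 also: plate controls were DMSO wells with enzyme plus substrate for no effect and substrate without enzyme for full effect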
Target sequence (P24666 whole entry, looked up): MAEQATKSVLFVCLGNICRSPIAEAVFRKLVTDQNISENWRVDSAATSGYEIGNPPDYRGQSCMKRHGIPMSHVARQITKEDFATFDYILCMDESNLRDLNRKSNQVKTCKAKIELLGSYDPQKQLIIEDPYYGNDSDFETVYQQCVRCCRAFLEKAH
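Assay system: LMPTP-A enzyme. Input: 0.625 nM LMPTP-A final. Probe or stimulus: 400 µM OMFP. Compound dosing: single 20 µM dose. Schedule: 50 min dark incubation at room temperature. Detection: fluorescence intensity of OMFP turnover product. Read-out: percent inhibition versus substrate-only and uninhibited controls. Benchmarks: no-enzyme low control, uninhibited high control.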
DNMT1 block: inhibitors of human DNMT1. P26358. DNMT1 molecular beacon, Hinp1I cleavage, fluorescence. inhibition (reported as % activation of signal), % at 10 µM. actives 0.83% (n = 360,000); in the data active = inhibition above about 50%
Scp1 inh: inhibitors of human Scp-1 phosphatase; Q9GZU7; Recombinant Scp1, phosphopeptide, malachite green phosphate absorbance; inhibition, % at 20 µM; actives 0.88% (n = 340,000);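 active = inhibition above about 50% at 20 µM, limit read from the data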;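 also: plate controls were DMSO wells with enzyme for no effect and wells lacking enzyme for full effect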
Target sequence (Q9GZU7 76-261 limits assumed): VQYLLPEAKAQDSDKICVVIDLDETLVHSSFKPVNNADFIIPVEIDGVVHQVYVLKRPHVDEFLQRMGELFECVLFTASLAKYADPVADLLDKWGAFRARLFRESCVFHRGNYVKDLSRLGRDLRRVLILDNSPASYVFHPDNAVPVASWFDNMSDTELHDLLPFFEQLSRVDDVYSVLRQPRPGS
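Test system: SCP-1 phosphatase catalytic domain, residues 76-261 | Compound dosing: One concentration, 20 µM, with 1.0% DMSO | Schedule: 45 min room-temperature reaction, 5 min colour, 30 min stabiliser | Detection: Absorbance at 630 nm | Read-out basis: % inhibition of SCP-1 phosphate liberation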
Tb MetRS inh: blocks T. brucei methionyl-tRNA synthetase activity | inhibition, % at 11.9 µM | purified T. brucei MetRS, ATP depletion, Kinase-Glo luminescence | AID 624268 | actives 0.4% (n = 360,000);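 active = inhibition above a per-plate cutoff of the control wells' mean inhibition plus 3 SD, cut at about 5.5% in these data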;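 also: 0% = DMSO wells median and 100% = median of wells with control inhibitor compound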
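assay system = parasite MetRS enzyme | timing = 15 min preincubation, 2 h reaction, all 25 °C | evaluation = percent inhibition relative to median high and low control wells | medium = HEPES buffer containing pyrophosphatase, BSA, spermine, DTT | compound = single dose, 11.9 µM final nominal, 0.9% final DMSO | detection = Kinase-Glo luminescence, ATP depletion format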
* = called active by the depositor.

`COc1ccccc1C(=O)N/C(=C\c1ccc(Br)cc1)C(=O)NCCCO` gave SUMO1-SIM PPI -2.5, NadD inh -2.4, CSN inh -5.0, Rpn11 inh inactive, STEP block 3.3, MLLE-PAM2 inh 2.2, LMPTP block 0.6, DNMT1 block -8.8, Scp1 inh -0.7 and Tb MetRS inh -0.5.
`O=C1NC(=S)N/C1=C/c1cc([N+](=O)[O-])ccc1N1CCOCC1` gave SUMO1-SIM PPI -10.8, NadD inh -1.7, CSN inh -7.7, Rpn11 inh inactive, STEP block -2.5, MLLE-PAM2 inh 8.0, LMPTP block -0.2, DNMT1 block 26.9, Scp1 inh -4.5 and Tb MetRS inh 0.2.
For CCOC(=O)C1CCN(S(=O)(=O)c2ccc3oc(=O)ccc3c2)CC1 the results were SUMO1-SIM PPI 2.4, NadD inh -4.0, CSN inh 2.2, Rpn11 inh inactive, STEP block -1.0, MLLE-PAM2 inh -3.2, LMPTP block -0.2, DNMT1 block 0.3, Scp1 inh 4.2 and Tb MetRS inh -0.9.
CCc1ccccc1NC(=O)c1nnn(CC(=O)Nc2cccc(C)c2)c1N was read as SUMO1-SIM PPI -6.4, NadD inh -3.4, CSN inh 0.2, Rpn11 inh inactive, STEP block -0.2, MLLE-PAM2 inh -0.8, LMPTP block 0.0, DNMT1 block -3.5, Scp1 inh -3.3 and Tb MetRS inh -0.2.
Screening CCN(CC)S(=O)(=O)c1ccc(NN=C2CCN(C(C)C)CC2)c([N+](=O)[O-])c1 returned SUMO1-SIM PPI -29.6, NadD inh -2.7, CSN inh 2.6, Rpn11 inh inactive, STEP block 3.8, MLLE-PAM2 inh 9.3, LMPTP block 1.7, DNMT1 block 4.8, Scp1 inh -7.4 and Tb MetRS inh 0.2.
For CCN1C(=O)c2cccc3c(NC(=O)c4cccc(N5C(=O)CCC5=O)c4)ccc1c23 the results were SUMO1-SIM PPI -22.4, NadD inh -0.3, CSN inh 2.6, Rpn11 inh inactive, STEP block 0.8, MLLE-PAM2 inh 8.9, LMPTP block 0.0, DNMT1 block -0.2, Scp1 inh -13.9 and Tb MetRS inh -0.2.
Screening CCOC(=O)N1CCN(C(=O)c2ccc3c(=O)n(CCc4ccccc4)c(=S)[nH]c3c2)CC1 returned SUMO1-SIM PPI -0.3, NadD inh 3.1, CSN inh 0.9, Rpn11 inh inactive, STEP block -1.0, MLLE-PAM2 inh -89.2, LMPTP block 0.3, DNMT1 block -6.2, Scp1 inh -4.8 and Tb MetRS inh -0.5.
For N#Cc1cc(O)c(-n2nnc3ccccc32)cc1C#N the results were SUMO1-SIM PPI -0.4, NadD inh -0.8, CSN inh -5.1, Rpn11 inh inactive, STEP block 0.9, MLLE-PAM2 inh 1.2, LMPTP block -0.1, DNMT1 block -0.8, Scp1 inh -0.8 and Tb MetRS inh -0.2.
`C/C(=N\OCC(=O)OC(C)C(=O)Nc1ccc(C)c(S(=O)(=O)N2CCOCC2)c1)c1ccc2c(c1)OCO2` (stereo not drawn) gave SUMO1-SIM PPI -0.3, NadD inh 2.4, CSN inh 1.5, Rpn11 inh inactive, STEP block 0.3, MLLE-PAM2 inh -2.3, LMPTP block 1.6, DNMT1 block -13.9, Scp1 inh 1.2 and Tb MetRS inh -0.1.
`CCC(=O)N1CCc2cc(Br)cc(S(=O)(=O)NCCN3CCCCC3C)c21` (stereo not drawn) gave SUMO1-SIM PPI -1.2, NadD inh -1.7, CSN inh 8.2, Rpn11 inh inactive, STEP block -1.4, MLLE-PAM2 inh -0.3, LMPTP block -1.9, DNMT1 block -0.1, Scp1 inh -3.1 and Tb MetRS inh -0.5.
For COc1cccc(COC(=O)c2ccc3c(=O)n4c(nc3c2)CCC4)c1OC the results were SUMO1-SIM PPI 8.6, NadD inh 1.2, CSN inh 0.3, Rpn11 inh inactive, STEP block 1.5, MLLE-PAM2 inh -23.2, LMPTP block 0.7, DNMT1 block -8.9, Scp1 inh -0.8 and Tb MetRS inh -0.3.
Screening O=C(COc1ccc(S(=O)(=O)NCc2ccccc2)cc1Cl)N1CCOCC1 returned SUMO1-SIM PPI -1.5, NadD inh -9.6, CSN inh 4.6, Rpn11 inh inactive, STEP block 2.7, MLLE-PAM2 inh -2.4, LMPTP block -2.0, DNMT1 block -3.3, Scp1 inh -5.6 and Tb MetRS inh -0.3.
`CCn1cc(/C=C(\NC(=O)c2cc(OC)c(OC)c(OC)c2)C(=O)N2CCN(C)CC2)c2ccccc21` gave SUMO1-SIM PPI -4.0, NadD inh -2.5, CSN inh 0.9, Rpn11 inh inactive, STEP block -3.7, MLLE-PAM2 inh -1.0, LMPTP block -0.4, DNMT1 block -0.2, Scp1 inh -5.7 and Tb MetRS inh -0.3.
Screening Cc1nc(SCC(=O)N2CC(=O)Nc3ccccc32)nc(C)c1C returned SUMO1-SIM PPI -2.4, NadD inh -8.1, CSN inh 8.7, Rpn11 inh inactive, STEP block 2.4, MLLE-PAM2 inh 14.3, LMPTP block -1.4, DNMT1 block 5.7, Scp1 inh 2.2 and Tb MetRS inh -0.6.
Screening COc1cc(/C=C/C(=O)OCC(=O)NCCc2ccccc2)ccc1OC(F)F returned SUMO1-SIM PPI -3.9, NadD inh -10.9, CSN inh 0.4, Rpn11 inh inactive, STEP block 2.6, MLLE-PAM2 inh -13.6, LMPTP block 1.1, DNMT1 block 0.5, Scp1 inh -7.6 and Tb MetRS inh -0.2.
Cc1nc2c(C#N)c(C)[nH]n2c(=O)c1Cc1ccccc1 was read as SUMO1-SIM PPI 17.6, NadD inh 12.9, CSN inh 0.7, Rpn11 inh inactive, STEP block 0.7, MLLE-PAM2 inh -6.3, LMPTP block -2.3, DNMT1 block 4.9, Scp1 inh -4.6 and Tb MetRS inh 0.0.
O=c1c(Cc2ccccc2O)c(O)nc2n1CCCS2 was read as SUMO1-SIM PPI 9.0, NadD inh 4.9, CSN inh 6.8, Rpn11 inh inactive, STEP block -3.8, MLLE-PAM2 inh -1.9, LMPTP block 0.0, DNMT1 block 1.7, Scp1 inh -4.8 and Tb MetRS inh 0.6.
Screening CCOc1ccc2cc(C#N)c(SCC(=O)N3CCC(C)CC3)nc2c1 returned SUMO1-SIM PPI -9.9, NadD inh 2.7, CSN inh 12.9, Rpn11 inh inactive, STEP block 4.3, MLLE-PAM2 inh -42.6, LMPTP block 4.9, DNMT1 block 2.3, Scp1 inh -5.8 and Tb MetRS inh -0.4.
`CC(=O)OC(C)CS(=O)(=O)c1ccccc1` (stereo not drawn) gave SUMO1-SIM PPI 6.7, NadD inh -5.0, CSN inh -0.4, Rpn11 inh inactive, STEP block -0.7, MLLE-PAM2 inh 6.7, LMPTP block 0.4, DNMT1 block 5.7, Scp1 inh 3.5 and Tb MetRS inh -1.2.
For CCOc1ccccc1C1NC(=O)NC(C)=C1C(=O)OC1CCCCC1 (stereo not drawn) the results were SUMO1-SIM PPI 0.2, NadD inh -0.3, CSN inh 2.6, Rpn11 inh inactive, STEP block -0.8, MLLE-PAM2 inh -5.4, LMPTP block 0.7, DNMT1 block 2.5, Scp1 inh -6.3 and Tb MetRS inh -0.3.
Screening Cc1nc(NC(=O)c2ccc3c(c2)OCO3)ccc1Br returned SUMO1-SIM PPI -1.3, NadD inh -8.5, CSN inh 2.6, Rpn11 inh inactive, STEP block 0.3, MLLE-PAM2 inh 11.7, LMPTP block 1.1, DNMT1 block 9.3, Scp1 inh -3.5 and Tb MetRS inh -0.7.
COc1ccc(C)cc1S(=O)(=O)N(C)CC(=O)N1CCCCC1 was read as SUMO1-SIM PPI -4.9, NadD inh -4.5, CSN inh 0.2, Rpn11 inh inactive, STEP block 0.5, MLLE-PAM2 inh 7.9, LMPTP block -0.9, DNMT1 block 8.2, Scp1 inh -10.8 and Tb MetRS inh -0.2.
CCOCCCNC(=O)/C(C#N)=C/c1cc(OC)c(O)c([N+](=O)[O-])c1 was read as SUMO1-SIM PPI -30.4, NadD inh -2.2, CSN inh -16.4, Rpn11 inh inactive, STEP block 0.5, MLLE-PAM2 inh 15.2, LMPTP block 0.8, DNMT1 block 1.6, Scp1 inh -2.0 and Tb MetRS inh 0.2.
Screening O=C(COc1ccccc1)Nc1c2c(nn1-c1ccccc1)CS(=O)(=O)C2 returned SUMO1-SIM PPI -1.3, NadD inh -2.7, CSN inh 3.7, Rpn11 inh inactive, STEP block 1.9, MLLE-PAM2 inh 4.1, LMPTP block -1.1, DNMT1 block 0.1, Scp1 inh -1.8 and Tb MetRS inh -0.2.
For CCCN1CCC(NCC(C)c2ccccc2)CC1 (stereo not drawn) the results were SUMO1-SIM PPI 3.4, NadD inh -7.2, CSN inh 0.2, Rpn11 inh inactive, STEP block -1.3, MLLE-PAM2 inh -4.2, LMPTP block -2.9, DNMT1 block -0.1, Scp1 inh -4.7 and Tb MetRS inh -2.0.
For CCCN(C(=O)c1ccc(-n2cncn2)c([N+](=O)[O-])c1)C1CCS(=O)(=O)C1 (stereo not drawn) the results were SUMO1-SIM PPI -19.3, NadD inh -5.6, CSN inh -3.9, Rpn11 inh inactive, STEP block -0.7, MLLE-PAM2 inh 4.4, LMPTP block -0.6, DNMT1 block 14.5, Scp1 inh -3.4 and Tb MetRS inh 0.7.
Screening Cc1ccc(CNC(=O)c2c(-c3ccccc3Cl)noc2C)cc1 returned SUMO1-SIM PPI 4.5, NadD inh -3.2, CSN inh 0.3, Rpn11 inh inactive, STEP block -0.8, MLLE-PAM2 inh -9.6, LMPTP block 0.0, DNMT1 block 1.9, Scp1 inh 8.3 and Tb MetRS inh -0.1.
Cc1ccc(C(=O)CSc2nc3ccccc3o2)cc1 was read as SUMO1-SIM PPI -1.4, NadD inh -5.2, CSN inh 1.6, Rpn11 inh inactive, STEP block 0.0, MLLE-PAM2 inh 1.2, LMPTP block 1.6, DNMT1 block -5.2, Scp1 inh -9.4 and Tb MetRS inh -1.3.
